BLM helicase inh = qHTS Assay for Inhibitors of Bloom's syndrome helicase (BLM). Potency, µM (series often up to 56.1 µM), for inactives: at the highest dose activity change, negative = inhibition, hits mostly inhibitors. recombinant BLM DNA unwinding, fluorescence dequenching. RecQ-like DNA helicase BLM (Homo sapiens), P54132. hit rate 0.2% among 350,000;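 further: plate controls were vehicle for no effect and no enzyme for full effect; nearly all actives have a fitted effect of over 35% in size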
Pin1 inhibitor = qHTS Assay to Find Inhibitors of Pin1 | Potency, µM (top dose mostly 115 µM), without a hit: at the top dose activity, negative = inhibition, hits mostly inhibitors | Pin1 FP peptide displacement, HiFluor488, 10 min | hit rate 0.009% among 390,000; active means well fitted inhibition curve with a large enough effect in the polarisation, with a control signal flat, not every such curve was filed as active; inconclusive means small, poorly fitted or top-dose-only effect, or effect the other way, or a change in a side signal; inactive means no such curve, though single readings can be large or run the other way; the % refers to the polarisation; further: on the % scale 0 is the no-effect control and ±100 the full control effect
Target sequence (Q13526 whole entry, looked up): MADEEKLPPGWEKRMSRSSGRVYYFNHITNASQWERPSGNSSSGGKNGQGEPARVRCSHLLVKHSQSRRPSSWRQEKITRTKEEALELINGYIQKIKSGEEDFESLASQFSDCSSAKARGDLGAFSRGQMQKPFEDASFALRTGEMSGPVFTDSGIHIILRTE
JMJD2A Tudor inh = qHTS Assay for Inhibitors of JMJD2A-Tudor Domain; AlphaScreen JMJD2A-Tudor / H3K4me3 peptide binding; Potency, µM (highest dose often 114 µM), inactives show at the highest dose activity change, negative = inhibition, actives largely listed as inhibitors; hit rate 4.4% among 390,000; further: on the % scale 0 is the no-effect control and ±100 the full control effect; nearly all actives have a fitted effect of over 50% in size
POLI inh = qHTS for Inhibitors of Polymerase Iota; Potency, µM (doses to about 115 µM), for inactives: at the highest dose activity, negative = inhibition, most hits filed as inhibitors; Pol iota fluorescent replication assay, 10 min; hit rate 1% among 390,000
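Fluorescent replication assay read twice, at 0 min and 10 min after adding 50 nM (final) substrate. Enzyme (10 nM) and compounds were first incubated 15 min at room temperature; enzyme-free buffer wells were negative controls.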
HP1b chromo inh = HTS for Inhibitors of HP1-beta Chromodomain Interactions with Methylated Histone Tails | AID 540317, 2011 | hit rate 0.56% among 390,000 | Chromobox protein homolog 1 (Homo sapiens), P83916 | AlphaScreen HP1-beta / biotin-H3K9me3 peptide binding | Potency, µM (series often up to 114 µM), for the others: at the top dose activity change, negative = inhibition, most hits filed as inhibitors; further: nearly all actives have a fitted effect of over 70% in size; inactives centre near 23
Target sequence (P83916 whole entry, looked up): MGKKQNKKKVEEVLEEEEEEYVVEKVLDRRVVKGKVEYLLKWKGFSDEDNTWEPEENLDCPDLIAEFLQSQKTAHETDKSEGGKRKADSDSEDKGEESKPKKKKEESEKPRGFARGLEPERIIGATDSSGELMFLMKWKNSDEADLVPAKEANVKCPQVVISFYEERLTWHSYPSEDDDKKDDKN
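HP1-beta protein (50 nM final) preincubated 30 min at room temperature with biotinylated H3(1-18)K9me3 peptide (50 nM) in PBS pH 7.4, 0.01% Tween-20, then compound added for 30 min. AlphaScreen streptavidin donor/nickel chelate acceptor beads (10 ug/mL final), 30 min dark, luminescence read.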
GLS inh = qHTS for Inhibitors of Glutaminase (GLS); Glutaminase kidney isoform, mitochondrial (Homo sapiens), O94925; GLS enzymatic activity, qHTS titration; Potency, µM (doses to about 45.5 µM), for inactives: at the top dose activity change, negative = inhibition, usual class: inhibitors; hit rate 0.21% among 410,000; further: on the % scale 0 is the no-effect control and ±100 the full control effect
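Enzyme dispensed in phosphate buffer (45 mM, pH 8.2, 0.02% Tween-20), compounds pinned in, then 1 mM L-glutamine solution and the glutamate oxidase–HRP–Amplex Red mix added; fluorescence read immediately and again after 30 min at room temperature.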
G9a inh = qHTS Assay for Inhibitors of Histone Lysine Methyltransferase G9a; G9a H3K9 monomethylation, AlphaScreen, 2 h; hit rate 8.8% among 350,000; Potency, µM (series often up to 102 µM), for inactives: at the top dose activity, negative = inhibition, usual class: inhibitors; Histone-lysine N-methyltransferase EHMT2 (Homo sapiens), Q96KQ7; further: on the % scale 0 is the no-effect control and ±100 the full control effect; nearly all actives have a fitted effect of over 75% in size
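Methyltransferase reactions run at room temperature for 2 h (20 nM enzyme, 500 nM biotin-H3K9 peptide, 20 uM SAM) after a 15 min compound preincubation; product detected by AlphaScreen beads and anti-H3K9me1 antibody.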
BAZ2B block = qHTS Assay for Inhibitors of BAZ2B | Bromodomain adjacent to zinc finger domain protein 2B (Homo sapiens), Q9UIF8 | AlphaScreen BAZ2B-H3K14Ac peptide displacement | Potency, µM (doses to about 114 µM), inactives show at the top dose activity change, negative = inhibition, actives largely listed as inhibitors | hit rate 4.4% among 360,000; further: on the % scale 0 is the no-effect control and ±100 the full control effect; nearly all actives have a fitted effect of over 60% in size
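Inhibition is scored as reduced AlphaScreen emission. The BAZ2B/b-H3(5-23)K14Ac complex (50 nM each) in PBS pH 7.4, 0.01% Tween-20 meets compound (up to 110 uM) for 30 min at RT before bead addition.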
PGK inhibitor = qHTS Assay to Find Inhibitors of Phosphoglycerate Kinase. Phosphoglycerate kinase, glycosomal (Trypanosoma brucei brucei), P07378. PGK/GAPDH coupled, Kinase-Glo luminescence, 60 min. Potency, µM (top dose mostly 57.5 µM), for inactives: at the highest dose activity change, negative = inhibition, most hits filed as inhibitors. hit rate 0.043% among 380,000. AID 602233, 2012; further: on the % scale 0 is the no-effect control and ±100 the full control effect; nearly all actives have a fitted effect of over 60% in size
Target sequence (P07378 whole entry, looked up): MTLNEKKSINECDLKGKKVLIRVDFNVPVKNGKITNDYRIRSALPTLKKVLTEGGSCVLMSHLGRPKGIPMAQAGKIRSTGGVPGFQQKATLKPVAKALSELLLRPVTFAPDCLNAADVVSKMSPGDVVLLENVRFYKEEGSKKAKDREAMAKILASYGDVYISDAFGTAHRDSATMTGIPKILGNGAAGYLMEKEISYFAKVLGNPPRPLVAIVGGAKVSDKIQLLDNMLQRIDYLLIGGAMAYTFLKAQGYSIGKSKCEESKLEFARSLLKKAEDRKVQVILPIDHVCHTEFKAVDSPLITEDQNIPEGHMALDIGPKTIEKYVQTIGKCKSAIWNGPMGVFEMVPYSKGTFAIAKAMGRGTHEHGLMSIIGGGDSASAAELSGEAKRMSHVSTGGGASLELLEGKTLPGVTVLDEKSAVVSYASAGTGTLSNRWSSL
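Luminescent ATP detection (Kinase-Glo Plus) follows a 60-minute room-temperature incubation, with wells lacking PGK as controls. Buffer: 100 mM TEA (pH 7.6), 5 mM MgCl2, 0.01% Tween-20. Coupling enzyme GAPDH (100 nM final) supplies unstable 1,3-BPG in-well.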
Active calls of the source: *; i = inactive; ? = inconclusive; nt = not tested or not shown; & = joins results of further samples; [ ] = remark or other dose. Unless noted, the call rests on the fitted dose curve; in most records, active means well fitted curve in the direction sought with a large enough effect; inconclusive means small, poorly fitted or top-dose-only effect, or another doubt; inactive means no such curve, though single readings can be large; an effect the other way counts as inactive or inconclusive. Potency means the concentration at half of the fitted maximal effect.

BLM helicase inh,Pin1 inhibitor,JMJD2A Tudor inh,POLI inh,HP1b chromo inh,GLS inh,G9a inh,BAZ2B block,PGK inhibitor,smiles
-3%,4%,-6%,-10%,28%,12%,20%[2.33 µM],7%,5%,NC(=O)CC1C(=O)N(c2ccc(Cl)cc2)C(=S)N1NC(=O)c1cccc(F)c1 (configuration not stated)
6%,3%,-11%,12%,42%[activator],15%,6%[59 µM],-1%,1%,COc1ccc2oc(=O)c(C(=O)N3CCN(c4ccc(F)cc4)CC3)cc2c1
-2%,-9%,-1%,67%[activator],31%,48%[activator],nt,-7%,2%,Cc1ccc(C(=O)Nc2ccccc2)cc1S(=O)(=O)Nc1ccc(Cl)cn1
0%,2%,-11%,12%,34%,-1%,36%[59 µM],5%,-8%,NC1=NC[C@H](c2ccccc2)N1CCc1cc(C(F)(F)F)cc(C(F)(F)F)c1
-3%,-8%,-1%,23%,12%,20%,-20%[59 µM],3%,-5%,CC(C)CC(=O)Nc1cc2nn(-c3ccccc3)nc2cc1Cl
-1%,37%[activator],-29%,79µM*,43%[activator],4%,?,-29%,-3%,Cc1ccc(/C=C2\Oc3cc(OCC(=O)NN)ccc3C2=O)o1
-10%,6%,-14%,?,23%,16%,7%,-4%[57.1 µM],-4%,Cc1ccc(-c2nn(CC(=O)NC(C)c3ccccc3)c(=O)c3ccccc23)cc1 (configuration not stated)
2%,-6%,-14%,58%[activator],7%,0%,-3%,11%,-10%,CCN(CC(=O)Nc1ccccc1OC)C(=O)CCc1ccccc1
-12%,-8%,-33%,19%,28%,-3%,?,-39%,10%,Cc1cccc(C2c3[nH]c4ccccc4c3CCN2C(=O)c2cc(CC(C)C)nc(C)n2)n1 (configuration not stated)
34%[activator],3%,-29%,15%,6%,5%,44%[59 µM],-8%,-8%,COc1ccc(N2CCc3c(C)nc4c(OC)cc(OC)cc4c32)c(OC)c1
-2%,-4%,-12%,23%,27%,-5%,9%,12%,-7%,CCN1C(=O)C2C(C1=O)N1C(c3cccs3)C3C(=O)N(CC)C(=O)C3N1C2c1cccs1 (configuration not stated)
2%,-5%&5%,?,-23%,1%,0%,-4%[12.7 µM],-10%&-29%,i,CN(Cc1ccco1)c1ncnc2ccc(-c3ccc4c(c3)OCO4)cc12
-5%,-7%,-7%,15%,43%[activator],3%,-4%,10%,-2%,CS(=O)(=O)NN1C(=O)c2ccccc2NC1c1ccccc1F (configuration not stated)
0%,-2%,-16%,25%,19%,-1%,-17%[59 µM],-6%,-2%,O=C(CCS(=O)(=O)c1cc(Br)cc2c1N(C(=O)C1CC1)CC2)Nc1ccc(F)cc1
-6%,1%,-10%,1%,12%,-14%,-9%[59 µM],22%,-13%,Cc1nc2nc(Cc3ccccc3)nn2c(C)c1Cl
5%,-10%,-14%,0%,60%[activator],-9%,-37%,-6%,-7%,CC(C)CC1(C(=O)O)NC(c2ccccc2O)C2C(=O)N(C(C)C)C(=O)C21 (configuration not stated)
-1%,2%,-9%,127%[activator],6%,2%,12%[2.33 µM],5%,9%,CCOCCCN1CC(=O)N2[C@@H](Cc3c([nH]c4ccccc34)C2(C)C)C1=O
-1%,-9%,-7%,16%,35%,4%,45µM*,-21%,11%,CN1CCCN(S(=O)(=O)c2cccc(Cl)c2Cl)CC1
-5%,4%,-10%,1%,42%[activator],7%,-18%[59 µM],-14%,-9%,COc1ccc(-c2cc(-c3ccccc3)nc(SCC(=O)Nc3ccccc3F)c2C#N)cc1
3%,-13%,-14%,2%,40%[activator],-6%,nt,-28%,-2%,CC(C)Oc1cccc(C(=O)N/N=C/c2ccoc2)c1
1%,-4%,-16%,11%,19%,0%,-1%[59 µM],8%,nt,COc1ccc2c(c1)C(C)=CC(C)(C)N2C(=O)C(C)N1C(=O)c2ccccc2C1=O (configuration not stated)
0%,2%,-6%,28%,16%,-2%,-36%[59 µM],3%,-3%,Cn1cnc2cc(OC(=O)c3ccccc3)ccc21
nt,0%,1%,48%[activator],8%[57 µM],-1%,nt,nt,-8%,O=C(COC(=O)c1ccccn1)NCCc1ccc(Cl)cc1
-1%,2%,-26%,25%,11%,5%,1%[0.0925 µM],-7%,-6%,Cc1c(C(=O)N2CCCCC2)c(S(=O)(=O)N2CCc3ccccc32)c(C)n1C
0%,-2%,-15%,-14%,9%,5%,46%,-13%,-3%,O=C(COc1ccccc1[N+](=O)[O-])OCCCOC(=O)COc1ccccc1[N+](=O)[O-]
3%,2%,-16%,50%[activator],16%,0%,-11%[12.7 µM],-9%,3%,OCC1(Cc2cccc(F)c2)CCN(Cc2ccc3cccc(F)c3n2)CC1
-26%,6%,-16%,?,51%[activator],-10%,35µM*,-6%,12%,O=C(CSc1ccc(-c2ccco2)nn1)NCCc1ccccc1
-12%,4%,-4%,2%,28%,5%,-40%[59 µM],-1%,7%,COCCCn1c(=N)c(C(=O)NC2CCCC2)cc2c(=O)n3cc(C)ccc3nc21
-1%,5%,5%,105%[activator],48%[activator],0%,-26%,-17%,-1%,Cc1cccc(OCCCC(=O)Nc2ccc(S(N)(=O)=O)cc2)c1
-10%,-13%,3.2µM*,32%[activator],-12%,-1%,7.9µM*,?,i,Cc1cc(OCCN2CCCC2)ccc1[N+](=O)[O-]

Records listed above shown as hits in POLI inh.
BLM helicase inh,Pin1 inhibitor,JMJD2A Tudor inh,POLI inh,HP1b chromo inh,GLS inh,G9a inh,BAZ2B block,PGK inhibitor,smiles
-1%,37%[activator],-29%,79µM*,43%[activator],4%,?,-29%,-3%,Cc1ccc(/C=C2\Oc3cc(OCC(=O)NN)ccc3C2=O)o1

Looked up above:
O=C(CCS(=O)(=O)c1cc(Br)cc2c1N(C(=O)C1CC1)CC2)Nc1ccc(F)cc1 – HP1b chromo inh: 19%
COc1ccc2c(c1)C(C)=CC(C)(C)N2C(=O)C(C)N1C(=O)c2ccccc2C1=O (configuration not stated) – Pin1 inhibitor: -4%
CCN1C(=O)C2C(C1=O)N1C(c3cccs3)C3C(=O)N(CC)C(=O)C3N1C2c1cccs1 (configuration not stated) – PGK inhibitor: -7%

(list continues)
BLM helicase inh,Pin1 inhibitor,JMJD2A Tudor inh,POLI inh,HP1b chromo inh,GLS inh,G9a inh,BAZ2B block,PGK inhibitor,smiles
nt,11%,-17%,-7%,34%,-4%,-6%[2.33 µM],-18%,-2%,COc1ccc(-c2csc(NC(=O)CN3C(=O)C4CC=CCC4C3=O)n2)cc1 (configuration not stated)
0%,1%,-27%,18%,21%,6%,-6%[59 µM],-10%,2%,CC1CN(c2ccc(C(F)(F)F)cc2[N+](=O)[O-])CCN1S(C)(=O)=O (configuration not stated)
-2%,0%,-9%,26%,1%,2%,18%[59 µM],0%,i,Cc1ccc(NC(=O)CSc2nnc(NC(=O)C3CC3)s2)cc1C
-1%,-4%,50µM*,?,1%,-4%,-11%,7%,-2%,CCN(CC)c1ccc(C(=O)OCC(=O)NC2CCCCC2C)cc1 (configuration not stated)
-5%,-2%,-18%,47%[activator],34%,6%,-1%,-20%,15%,CC(=O)c1c(C)[nH]c(C(=O)OCc2ccc(Br)cc2)c1C
0%,-5%,-1%,16%,35%,-11%,-32%,-13%,i,CC(=O)Nc1ccc(S(=O)(=O)Nn2cnnc2)cc1
-2%,0%,-22%,26%,29%,-1%,?,0%,8%,COc1ccc(C(C)=O)cc1CN1C(=O)C(C)N(c2ccc(C)cc2)C1=O (configuration not stated)
nt,?,-2%,50%[activator],48%[activator],8%,nt,nt,3%,CC(O/N=C(\N)c1ccccc1)C(=O)Nc1cccc(C(F)(F)F)c1 (configuration not stated)
0%,1%,-10%,12%,17%,10%,-38%,-12%,4%,Cc1cc(-n2cccn2)ccc1CN1CCN(CC(C)C)C(CCO)C1 (configuration not stated)
-9%,-1%,-24%,-10%,1%,10%,12%,-36%,-4%,Cc1ccccc1C(=O)N1CCN(c2ccc(NC(=O)c3cccc(OC(C)C)c3)cc2)CC1
-23%,nt,?,32µM*,?,0%,?,?,-21%,COc1ccc(NC(=O)/C(C#N)=C\c2ccc(OCc3ccc(C(=O)O)cc3)c(OC)c2)cc1
-5%,7%,-12%,20%,-5%,18%,18%[2.33 µM],-2%,4%,COc1ccc(-c2cc(C(=O)NCC(c3ccccc3)N(C)C)c3ccccc3n2)cc1OC (configuration not stated)
-3%,3%,-17%,-2%,15%,2%,4%[59 µM],4%,0%,O=C1NC(=O)C(=C2CCCCCC2)S1
-5%,0%,-21%,1%,30%,-23%,?,-1%,-5%,C=CCNC(=S)NNC(=O)c1cccn(Cc2ccc(Cl)cc2Cl)c1=O
-5%,?,4%[57.1 µM],6%,37%,6%,10%[59 µM],-39%,-1%,CCn1c(COc2cccc(OC)c2)nnc1SCC(=O)Nc1cccc(OC)c1
-6%,-10%,-12%[11.4 µM],10%,20%,6%,38%[12.7 µM],-31%,i,C/C(=N\NC(=S)NC(C)C)c1ccccc1
nt,-10%,-5%,3%,14%,19%,nt,nt,3%,CCCC1(CCC)NC(=O)N(CC(=O)N2CCc3ccccc32)C1=O
-1%,4%,-15%,?,-16%,0%,-1%,-3%,0%,O=c1[nH]cnc2c1C(c1ccccc1)c1c(nc[nH]c1=O)O2
0%,?,-4%,19%,53%[activator],6%,0%[59 µM],9%[57.1 µM],-9%,CCC1CCCCN1Cc1c(O)ccc2c(=O)c(Oc3ccccc3Cl)c(C(F)(F)F)oc12 (configuration not stated)

Only part of the results is shown; count on the stated rates, not on these rows.
